ssDAF12 agonist: activators of S. stercoralis DAF-12 nuclear receptor | HEK293 ssDAF-12/GRIP1 lit1-tk-luc reporter, luminescence; % of 3 µM dafachronic acid response | activation, % at 6.8 µM | actives 1% (n = 370,000) | AID 652126;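 active means activation above the mean over all tested compounds plus 3 SD, cut at about 0.9% in these data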;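 further: 0% = DMSO-only wells and 100% = 3 µM delta7-dafachronic acid wells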
SMARCA2 act: increases SMARCA2 function in MMTV reporter cells. MG213 cells, MMTV-luciferase reporter, dexamethasone, overnight. AID 652017. activation, % at 9.1 µM. actives 1% (n = 370,000); in the data active means activation above about 7.8%;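 further: 0% = vehicle wells and 100% = reference activator wells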
sPLA2-III inh: Inhibits HGIII-sPLA2 liposome hydrolysis, primary screen; Q9NZ20; QFRET BODIPY PC-A2 liposome hydrolysis, fluorescence; inhibition, % at 12.2 µM; actives 0.56% (n = 370,000); AID 743126;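 active means inhibition above mean plus 3 SD of compounds lying within the high and low control bounds, cut at about 19% in these data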;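 further: 0% = median of test compound wells and 100% = no enzyme DMSO wells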
Target sequence (Q9NZ20 whole entry, looked up): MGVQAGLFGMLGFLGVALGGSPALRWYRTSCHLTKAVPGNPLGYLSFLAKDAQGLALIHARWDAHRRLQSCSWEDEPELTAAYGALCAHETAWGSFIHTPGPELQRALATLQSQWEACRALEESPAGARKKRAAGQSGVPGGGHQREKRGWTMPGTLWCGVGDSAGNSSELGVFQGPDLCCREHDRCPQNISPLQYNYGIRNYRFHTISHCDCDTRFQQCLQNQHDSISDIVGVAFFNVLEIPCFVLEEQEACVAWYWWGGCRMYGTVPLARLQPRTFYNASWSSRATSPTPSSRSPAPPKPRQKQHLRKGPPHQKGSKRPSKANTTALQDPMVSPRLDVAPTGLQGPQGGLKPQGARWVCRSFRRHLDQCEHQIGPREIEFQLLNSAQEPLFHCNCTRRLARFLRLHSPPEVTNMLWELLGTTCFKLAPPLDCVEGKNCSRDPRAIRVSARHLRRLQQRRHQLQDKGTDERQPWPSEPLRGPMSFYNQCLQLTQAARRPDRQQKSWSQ
PG9 binder: PG9 antibody binding by small molecule; TR-FRET gp120-PG9 antibody binding; inhibition, % at 6.7 µM; actives 0.43% (n = 360,000); AID 624416; in the data active means inhibition above about 8.5%
GAA850 FXN act: activators of GAA850 frataxin (FXN) promoter | HEK293 lucGAA850 FXN promoter luciferase reporter, 24 h; percent of 10 µM SAHA response | activation, % at 6 µM | actives 0.56% (n = 360,000);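 active means activation above the average of all compounds screened plus 3 SD, cutoff fixed separately per campaign, cut at about 7.5% in these data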;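 further: 0% = DMSO wells and 100% = 10 µM SAHA wells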
PLCb3 inh: blocks human PLC-beta3 enzyme activity. inhibition, % at 12.2 µM. Q01970. actives 0.18% (n = 370,000). Purified PLC-beta3, fluorogenic substrate, fluorescence. AID 720704; in the data active means inhibition above about 11%;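 further: 0% = median of compound wells on plate and 100% = full blocker control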
DAX1 inh-1: NR0B1 (DAX1) inhibition. inhibition, % at 6.75 µM. AID 504766. P51843. actives 0.99% (n = 340,000). HEK293 Gal4-DAX1 luciferase reporter, luminescence;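 active means inhibition above the mean over all tested compounds plus 3 SD, cut at about 4.2% in these data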;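 further: 0% = DAX1-transfected cells with DMSO and 100% = empty-vector control cells with DMSO; inhibition shows as a rise in luminescence from relieved DAX1 repression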
Target sequence (P51843 207-470 limits assumed): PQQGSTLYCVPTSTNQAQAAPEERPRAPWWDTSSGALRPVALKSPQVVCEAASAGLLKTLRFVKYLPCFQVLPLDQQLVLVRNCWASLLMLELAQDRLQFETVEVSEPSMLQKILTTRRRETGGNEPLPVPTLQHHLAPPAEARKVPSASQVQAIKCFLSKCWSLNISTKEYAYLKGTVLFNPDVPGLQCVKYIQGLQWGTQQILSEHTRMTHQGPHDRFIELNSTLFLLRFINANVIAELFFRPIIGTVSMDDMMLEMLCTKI
NR1D1 modulator: modulators of human Rev-erb alpha DNA binding. P20393. Rev-erbα–FITC-DNA binding, fluorescence polarization, 90 min. activity, % at 10 µM. actives 0.79% (n = 370,000);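 active means activity above about 14%, limit read from the data; passing the limit was not always enough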;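 further: 0% = DMSO wells with 35 nM protein and 100% = DMSO wells with 750 nM protein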
hgDAF-12 ag: hgDAF-12 agonism, primary luciferase screen | HEK293 GAL4-hgDAF12 UAS-luciferase reporter, agonist luminescence; normalized to butyrate control | activation, % at 6.8 µM | actives 1.8% (n = 370,000);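 active means activation above a cutoff set at the mean of all screened compounds plus 3 SD, cut at about 10% in these data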;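 further: 0% = DMSO wells and 100% = sodium butyrate wells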
hcDAF-12 act: H. contortus DAF-12 activation, primary screen; activation, % at 6.8 µM; actives 1.4% (n = 370,000); HEK293 hcDAF-12 lit1-tk-luc reporter, luminescence; 0% DMSO, 100% Δ7-dafachronic acid; AID 652067;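 active means activation above the mean of all tested compounds plus 3 SD, cut at about 5.5% in these data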;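 further: 100% = response to 3 µM Δ7-dafachronic acid high control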
DAX1 inh-2: DAX1 (NR0B1) inhibition, primary screen. HEK293T StAR-luciferase reporter, SF-1/DAX-1 repression relief. actives 1.1% (n = 370,000). AID 652010. inhibition, % at 6.8 µM;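 active means inhibition above the mean over all tested compounds plus 3 SD, cut at about 3.6% in these data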;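 further: 0% = DAX-1 cells with DMSO and 100% = cells lacking DAX-1 with DMSO; higher inhibition means more luminescence from relief of DAX-1 repression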
* hit, by the source's call; . = not tested or not shown.

SMILES | ssDAF12 agonist | SMARCA2 act | sPLA2-III inh | PG9 binder | GAA850 FXN act | PLCb3 inh | DAX1 inh-1 | NR1D1 modulator | hgDAF-12 ag | hcDAF-12 act | DAX1 inh-2
COc1ccc(OC)c(NC(=O)CS(=O)(=O)c2cn(CC(=O)N3CCOCC3)c3ccccc23)c1 | -0.8 | -1 | -1 | -0.4 | 0.0 | -3 | 0.8 | -2 | 1.7 | -1.9 | -0.3
C=CCn1c(O)c(N=NC(=O)CNC(=O)/C=C/c2ccco2)c2ccccc21 | -1.1 | -1 | -3 | -2.0 | 2.3 | -5 | 0.0 | -25 | -2.2 | -0.2 | -0.6
O=C(NCc1cccc(Cl)c1)C1CCC(=O)N(CC2CCCCC2)C1 (stereo not given) | -1.4 | 0 | -2 | -2.4 | -0.1 | -4 | 1.2 | -3 | -1.4 | -1.2 | 0.1
COc1ccc(NC(=S)N2CCC3CC2c2c(Cl)cccc23)c(OC)c1 (stereo not given) | -0.1 | -2 | 16 | -2.1 | -2.4 | 1 | -1.3 | -2 | -3.2 | 0.1 | 1.3
CCOC(=O)C1=C(O)C(=O)C(C(=O)OCC)C1 (stereo not given) | -1.0 | 1 | -4 | -1.3 | -2.5 | -8 | 0.1 | 5 | 3.2 | 0.6 | 0.7
COc1ccc(-n2c(Cc3cc(=O)[nH]c(=O)[nH]3)nnc2SCC(=O)NC2CCCC2)cc1 | -1.1 | 2 | -9 | 1.0 | 0.2 | 0 | 1.4 | 8 | -0.2 | -1.1 | -0.6
O=C(COC(=O)C1CC1)Nc1ncc(Cl)cc1Cl | -1.1 | -2 | 14 | 2.0 | 0.2 | -24 | -0.6 | -2 | 1.6 | 0.4 | 1.6
COc1ccc(C(=O)N2CCNC(=O)C2CC(=O)Nc2cccc(Cl)c2Cl)cc1 (stereo not given) | -0.8 | -2 | 4 | 1.1 | -0.4 | -5 | 0.6 | 4 | -1.8 | -0.5 | -1.2
O=C1NC2(CCCCC2)C(=O)N1c1cccc(Cl)c1 | -1.0 | -3 | -2 | 0.2 | 1.0 | -1 | -0.1 | -5 | 2.5 | -0.7 | -0.1
C/C(Cc1ccccc1)=N\NC(=O)CNC(=O)Cc1ccc(Cl)cc1 | -0.7 | -1 | -6 | -0.1 | -0.8 | -7 | 1.7 | -2 | -1.1 | -1.1 | -0.8
CCn1c(CNC(=O)c2ccc3c(c2)OCO3)nnc1SCC(=O)Nc1ccccc1F | -1.0 | -2 | 7 | -0.2 | 1.7 | 3 | -0.2 | 0 | -1.1 | 0.6 | -0.4
COc1ccc(OCCCn2ccnc2)cc1 | -0.9 | -1 | 1 | 0.3 | 2.5 | -6 | 1.9 | 3 | -1.3 | 2.9 | -0.3
O=C(NNc1cc(Cl)ccc1Cl)c1c(F)cccc1Cl | -0.8 | -2 | 0 | -2.5 | 0.9 | -8 | 1.2 | -4 | -0.1 | 0.6 | -0.7
COc1ccc(N2CCN(CC(=O)N3N=CCC3c3ccccc3)CC2)cc1 (stereo not given) | -0.5 | -3 | 5 | 0.9 | 1.8 | 2 | -1.0 | -2 | -2.1 | -0.8 | -0.4
CC(=O)Nc1ccc(SCCC2CCCCN2C)cc1 (stereo not given) | -0.6 | -4 | 5 | -1.9 | -0.3 | 2 | 0.9 | -4 | -1.8 | -1.8 | 0.5
CCCCCCCN1C(Nc2ccccc2)=NC[C@@H]1C | -1.2 | -1 | -3 | -1.9 | 0.5 | 4 | -0.3 | 0 | -2.4 | -0.3 | 0.6
COc1ccc(CNC(=O)CN2c3ccccc3S(=O)(=O)c3ccccc32)cc1 | -0.7 | -4 | 3 | -0.7 | 0.4 | -24 | -0.5 | -5 | 2.7 | -0.8 | -0.6
CCc1cc2ccc(OC)cc2nc1SCC(=O)NNC(=O)c1ccco1 | -0.6 | 0 | 0 | -1.5 | 2.4 | -10 | 1.0 | 1 | -2.3 | -1.7 | -0.2
COc1ccc(-c2c([C@H]3[C@H]4C=CC[C@@H](C)[C@@H]4C(=O)N3Cc3ccccc3)ccc3ccccc23)cc1 | -1.5 | 1 | -3 | 0.8 | -3.1 | 0 | -1.3 | 1 | 0.3 | 0.2 | -0.7
O=C(Nc1cccc(Cl)c1)c1cc(N=Nc2ccc([N+](=O)[O-])cc2Cl)ccc1O | -1.2 | -4 | 8 | 0.0 | 1.3 | -10 | 2.6 | -26 | -0.1 | -1.4 | 0.4
Cc1cc(C)n2nc(SCC(=O)c3cc(C)n(CC4CCCO4)c3C)nc2n1 (stereo not given) | -2.2 | -4 | -2 | 0.2 | -0.6 | -4 | -1.4 | 1 | -2.2 | -1.8 | -1.8
Cc1c(N2C(=O)/C(=C/c3ccc(N(C)C)cc3)N(C)C2=S)c(=O)n(-c2ccccc2)n1C | -0.7 | -4 | 10 | -17 | -1.1 | -8 | 0.2 | 22* | 0.1 | 1.3 | -3.3
CCCC(C)NC(=O)COC(=O)c1ccc(Cl)c(S(N)(=O)=O)c1 (stereo not given) | -1.0 | -2 | 13 | -1.6 | 0.3 | 0 | -0.1 | 8 | 1.2 | -1.2 | 0.0
CCOC(=O)[C@]12CCCC=C1N(Cc1ccco1)C(=O)[C@H](CC(=O)N1CCC(c3ccccc3)CC1)C2 | -1.2 | 0 | -13 | 0.7 | . | 2 | . | 0 | -1.3 | -1.4 | -0.2
CN1CCN(C(=O)CCN2C(=O)/C(=C/c3ccc(F)cc3)SC2=S)CC1 | -0.8 | 4 | 0 | -2.4 | -1.8 | -18 | 0.5 | -3 | -2.9 | -1.5 | 0.4
COc1cc(N/N=C/c2ccccc2O)ncn1 | -0.4 | 1 | 1 | -2.9 | 0.5 | -12 | 2.8 | -1 | 7.2 | 2.0 | -1.2
CC(=O)Nc1ccc(NC(=O)CC(C)n2ccnc2)cc1 (stereo not given) | -1.2 | -3 | 0 | 1.1 | 0.1 | -7 | 0.4 | -6 | 0.1 | -0.3 | 0.1
COc1cccc(NC(=O)CN(C)C(=O)CN2C(=O)c3ccc([N+](=O)[O-])cc3C2=O)c1 | -1.1 | -5 | 6 | 0.0 | 0.9 | -6 | 0.3 | 4 | 0.4 | 1.3 | -1.3
CCc1cccc(CC)c1-n1c(SCC(=O)N2CCc3ccccc32)nc(O)cc1=O | -0.3 | -3 | 6 | -2.5 | 4.1 | 2 | 0.3 | -5 | 1.5 | 1.9 | -0.3
CC(=O)Nc1cccc(Nc2nc(-c3ccccc3F)nc3ccccc23)c1 | -2.0 | -2 | -24 | -2.4 | -1.1 | -208 | 1.2 | 1 | -2.5 | 0.4 | -1.9
CC(=O)c1ccc(OCC(O)CN(C)Cc2cccs2)cc1 (stereo not given) | -1.3 | -8 | 11 | 0.3 | -0.3 | 7 | 1.2 | -2 | 0.6 | -2.5 | -0.3
CCCC(=O)Nc1ccc(C)c(O)c1 | -0.7 | -2 | 6 | -1.5 | 1.4 | 5 | 2.0 | 6 | 0.2 | 0.9 | 0.3
Cc1ccc(NC(NC(=O)c2cccs2)C(Cl)(Cl)Cl)cc1C (stereo not given) | -0.4 | -3 | -11 | -0.1 | 0.3 | 0 | -0.9 | -4 | -0.1 | -0.9 | -1.6
Cc1ccc(N(C)S(=O)(=O)c2cccc(C(=O)NCCCN3CCCC3=O)c2)cc1 | -1.2 | -2 | -4 | -1.9 | -0.3 | -2 | -0.1 | -4 | -0.7 | -1.9 | 1.6
CCN(CC)C(=O)CSCc1cnn(-c2ccccc2)c1-n1cccc1 | -1.5 | -4 | 1 | 1.7 | 1.7 | 1 | -1.3 | -1 | -3.1 | -2.2 | -0.7
O=C(c1ccco1)N(Cc1cccc(F)c1)C1CCS(=O)(=O)C1 (stereo not given) | -1.3 | 1 | 4 | -0.9 | 1.2 | -5 | 0.6 | 2 | -1.0 | 2.2 | 0.0
N#CCC[C@@H]1CC[C@]2(CCCN(C(=O)C3CCCCC3)C2)O1 | -1.4 | -1 | 0 | . | . | 1 | . | 5 | 0.0 | 0.9 | 0.3
Cn1cccc1C(=O)OCC(=O)NC(=O)NC1CCCCC1 | -0.4 | 5 | -2 | -0.7 | 2.5 | -14 | 0.4 | 1 | 3.7 | 0.6 | 1.4
Cc1cc(=O)n2[nH]c(C)c(-c3ccccc3)c2n1 | 0.0 | 0 | -5 | 0.4 | -3.6 | -12 | 0.1 | 1 | 2.7 | -1.0 | -0.2
Cc1ccc(C)c(Nc2nc3ccc(C)cc3n3cnnc23)c1 | 0.7 | 0 | 0 | 0.3 | 4.3 | -19 | -0.7 | 18 | 0.9 | 4.9 | -0.1
N#CCC(=O)Nc1ccc(C(=O)OCC(=O)c2ccc3c(c2)OCCO3)cc1 | -2.0 | 1 | -52 | 0.3 | 0.5 | -46 | -0.7 | 9 | -3.3 | -0.6 | -0.3
CC(C)[C@H](NC(=O)[C@H](C)NC(=O)OC(C)(C)C)C(=O)N1CCC2CCN(Cc3ccccc3)CC21 (stereo not given in full) | -1.4 | -5 | 12 | -1.2 | . | 0 | . | -2 | -3.0 | -0.3 | -1.8
O=C(NCc1ccco1)C1CCN(c2ccc(S(=O)(=O)N3CCOCC3)cc2[N+](=O)[O-])CC1 | -1.1 | -1 | -7 | -0.6 | 0.8 | 3 | -0.9 | -1 | 1.7 | -1.5 | -0.1
CC1(Cc2ccccc2C#N)C(=O)Nc2ccc(OC(F)(F)F)cc21 (stereo not given) | -2.0 | 0 | -5 | -1.1 | 1.1 | 5 | . | 28* | -2.6 | -1.8 | -0.4
O=C(Nc1ccc(Cl)cc1)c1ccco1 | -0.4 | 4 | 14 | -0.5 | 2.7 | 2 | 5.2* | -10 | 3.9 | 2.2 | -0.3
Cc1ccc(/C=c2\sc3nc(-c4cccs4)nn3c2=O)o1 | -1.4 | 5 | -44 | -1.1 | 0.5 | -7 | 0.5 | -2 | 1.4 | 1.6 | -0.1
O=c1cc(Cl)[nH]c(=O)n1CCNc1ncc(C(F)(F)F)cc1Cl | -0.8 | 1 | -2 | 2.4 | 2.0 | -18 | 2.0 | -1 | 11* | 4.8 | 1.3
O=C(c1cnn2c(C(F)(F)F)cc(-c3ccc(Br)cc3)nc12)N1CCOCC1 | -1.2 | 3 | 1 | 0.9 | 2.1 | -3 | 1.6 | -2 | -0.6 | -2.8 | -0.1
C[C@H](CO)N1C[C@H](C)[C@@H](CN(C)C(=O)c2cccc(F)c2)Oc2cc(-c3cncnc3)ccc2S1(=O)=O | -1.5 | -1 | 2 | -0.5 | 0.8 | 6 | 1.1 | 6 | -2.8 | 1.7 | -0.6
